# Screens from PubChem BioAssay.
# C-LANA FP – inhibitors of KSHV C-LANA binding to DNA, primary screen, biochemical, fluorescence polarization, FAM-LBS DNA, MBP-C-LANA, single point; Kaposi's sarcoma herpesvirus LANA C-terminal domain (residues 932-1162) DNA binding; inhibition, % at 9 µM; 340,000 tested, 0.078% active;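 active means highest replicate inhibition at or above 60% at 9 µM, even if other replicates fall short; inactive means all replicates below 60% inhibition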;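 further: 0% = neutral control wells and 100% = 4 µM acridine orange control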
# Keap1 Nrf2 FP – Keap1-Nrf2 protein-protein interaction inhibitors, primary screen, biochemical, fluorescence polarization, single point; Kelch-like ECH-associated protein 1 (Homo sapiens), Q14145; Keap1 Kelch-Nrf2 peptide fluorescence polarization, 1536-well; inhibition, % at 9.4 µM; 340,000 tested, 0.15% active; AID 504523, 2011; in the data active means inhibition above about 12%; inconclusive means no clear call, values can overlap the other calls; inactive means below about 7.3%;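 further: human Keap1 Kelch domain with fluorescein labeled Nrf2 9mer peptide probe; 0% = neutral control wells and 100% = peptide positive control; higher means more block of Keap1 binding to Nrf2 peptide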
# PKA-R2B act – activators of PKA-R2B holoenzyme, primary screen, biochemical, fluorescence polarization, Cy5-IP20, human; cAMP-dependent protein kinase catalytic subunit beta (Homo sapiens) + cAMP-dependent …; PKA-R2B holoenzyme dissociation; R2B truncated from residue 108, S112A mutant; 0% DMSO only, 100% 113 µM cGMP; activation, % at 11.4 µM; 340,000 tested, 0.079% active; AID 504700, 2011;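 active means activation above a cutoff set at the mean over all compounds plus 3 SD, cut at about 18% in these data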;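 further: higher means more holoenzyme dissociation and a rise in polarization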
# Target sequence (P31323 whole entry, looked up, other chains not shown, the tested form may be a part): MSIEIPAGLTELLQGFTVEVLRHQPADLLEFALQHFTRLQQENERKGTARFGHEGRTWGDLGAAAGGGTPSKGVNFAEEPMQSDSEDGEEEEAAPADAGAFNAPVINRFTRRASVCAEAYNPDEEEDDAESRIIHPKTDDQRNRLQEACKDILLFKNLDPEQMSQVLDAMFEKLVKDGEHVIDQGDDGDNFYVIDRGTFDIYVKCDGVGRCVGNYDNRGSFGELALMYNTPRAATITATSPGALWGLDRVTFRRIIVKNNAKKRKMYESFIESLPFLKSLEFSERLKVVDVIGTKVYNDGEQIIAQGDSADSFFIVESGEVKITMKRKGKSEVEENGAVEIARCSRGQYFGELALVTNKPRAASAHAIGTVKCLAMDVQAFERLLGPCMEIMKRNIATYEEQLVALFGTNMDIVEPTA
# CAL PDZ FP-1 – CAL PDZ peptide-binding inhibitors, primary screen, biochemical, fluorescence polarization, Cer-tagged CAL PDZ, HTS | 330,000 tested, 0.02% active | purified CAL PDZ, TMR-peptide fluorescence polarization, 1 h | Golgi-associated PDZ and coiled-coil motif-containing protein (Homo sapiens), Q9HD26 | AID 504414, 2011 | inhibition, % at 20 µM;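 active means highest replicate inhibition of at least 40%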;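 further: plate controls were DMSO neutral control wells for no effect and unlabeled competitor peptide control wells for full effect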
#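 material = purified tagged CAL PDZ domain construct (CerCALP) | buffer or medium = sodium phosphate/NaCl buffer pH 7.4 with TCEP, IgG, Thesit | reagent = TMR-labelled reporter peptide T*-PRC34 bound in PDZ groove | incubation = 1 h room-temperature incubation prior to read | measured by = fluorescence polarization (mP) | evaluation = percent inhibition from loss of millipolarization | control set = unlabelled peptide and DMSO controls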
# SR-BI uptake up – activators of SR-BI mediated DiI-HDL uptake, primary screen, ldlA[mSR-BI] CHO cells, DiI fluorescence; 320,000 tested, 0.096% active; activation, % at 12.5 µM; 3 h; 100 = double the neutral-control signal;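 active means mean replicate activation of at least 60% and every replicate at or above 60%; inconclusive means mean or all-replicate condition met, but not both; inactive means mean below 60% and not all replicates reaching 60%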;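 further: 0% = median plate neutral-control signal and 100% = twice that signal; values of inactives mirror those of a sister screen read the other way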
#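 system = CHO ldlA[mSR-BI] cells, LDL receptor-null, SR-BI overexpressing | medium = Ham's F12 with 0.5% BSA, HEPES 25 mM, pH 7.4 | probe or stimulus = DiI-HDL 10 µg/mL | compound dosing = single-point compound dose | incubation = compound exposure 3 h, 37 °C | technique = DiI fluorescence, bottom read | read-out = cell-associated DiI fluorescence as measure of HDL uptake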
# DAGLB inh – DAGLB lipase inhibitors, primary screen, biochemical, fluorescence, HTS; AID 504411, 2011; Diacylglycerol lipase-beta (Homo sapiens), Q8NCG7; inhibition, % at 5.17 µM; 340,000 tested, 0.059% active; HEK293T DAGLB membrane lysate, EnzChek fluorogenic substrate; in the data active means inhibition above about 34%;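 further: 0% = enzyme with vehicle and 100% = wells lacking enzyme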
# CAL PDZ FP-2 – untagged CAL PDZ binding inhibitors, primary screen, biochemical, fluorescence polarization, HTS; purified CAL PDZ, TMR-peptide fluorescence polarization, 1 h; inhibition, % at 24.9 µM; 300,000 tested, 0.92% active; AID 602252, 2012;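 active means mean inhibition of at least 30% with at least half of replicates also reaching 30%; inconclusive means no clear call, values can overlap the other calls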;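 further: 0% = DMSO neutral control and 100% = excess unlabeled competitor peptide PRC23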
# Rtt109 Vps75 – inhibitors of C. albicans Rtt109/Vps75 HAT, primary screen, biochemical, ThioGlo CoA-SH fluorescence, plate reader | Histone acetyltransferase RTT109 (Candida albicans (strain SC5314 / ATCC MYA-2876)), … | 330,000 tested, 0.16% active | purified Rtt109/Vps75, 4 h | inhibition, % at 34.9 µM;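 active means inhibition of at least 50% in every replicate; inconclusive means best replicate reaches 50% inhibition but some replicates fall short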
# Target sequence (Q5AAJ8 whole entry, looked up): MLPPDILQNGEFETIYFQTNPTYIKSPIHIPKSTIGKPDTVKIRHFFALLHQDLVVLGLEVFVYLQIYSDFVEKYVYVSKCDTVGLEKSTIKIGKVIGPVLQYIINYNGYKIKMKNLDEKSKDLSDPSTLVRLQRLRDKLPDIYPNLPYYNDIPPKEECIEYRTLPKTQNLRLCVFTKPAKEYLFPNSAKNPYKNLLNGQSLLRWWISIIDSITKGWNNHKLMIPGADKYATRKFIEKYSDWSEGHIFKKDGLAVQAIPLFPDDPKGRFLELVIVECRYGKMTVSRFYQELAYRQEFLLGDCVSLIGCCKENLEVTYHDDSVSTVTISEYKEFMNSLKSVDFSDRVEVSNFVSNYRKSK
# Cardiac RTF inh – cardiac RTF calcium sensitivity inhibitors, primary screen, biochemical, IANBD-TnC fluorescence, EC70 calcium; inhibition, % at 7.15 µM; IANBD-labeled cardiac RTF, Ca2+ fluorescence; 340,000 tested, 0.12% active;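 active means inhibition above the mean inhibition of all tested compounds plus 3 SD, cut at about 17% in these data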;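 further: assay run at fixed EC70 calcium of 1.6 mM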
# cardiac RTF act – cardiac RTF calcium sensitivity activators, primary screen, biochemical, IANBD-TnC fluorescence, EC20 calcium. Troponin I, cardiac muscle (Homo sapiens) + Troponin T, cardiac muscle (Homo sapiens) + …. IANBD-labeled TnC RTF fluorescence at EC20 calcium; 0% EC20 calcium, 100% full calcium. activation, % at 7.2 µM. 340,000 tested, 0.24% active;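 active means activation above the mean over all tested compounds plus 3 SD, cut at about 30% in these data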;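 further: rise in fluorescence read as greater calcium sensitivity of cardiac thin filaments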
# * = called active by the depositor; ? = inconclusive; / = no result given. Rows are unselected, and some 1.6% of all compounds hit somewhere here.
item	structure	C-LANA FP	Keap1 Nrf2 FP	PKA-R2B act	CAL PDZ FP-1	SR-BI uptake up	DAGLB inh	CAL PDZ FP-2	Rtt109 Vps75	Cardiac RTF inh	cardiac RTF act
1	CCCCC#Cc1cncc(C(=O)N/N=C/c2ccccc2)c1	1.4	-1.5	-14.3	-0.9	12.2	-4.6	-6.7	10.0	0.2	1.5
2	CCCC(=O)N1CCN(c2nc3c(OC)ccc(Cl)c3s2)CC1	-0.2	-0.4	3.8	-0.2	-17.5	2.2	-2.6	-1.7	-10.8	-1.7
3	Cc1ccc2nc(Cl)c(/C=N/NC(=O)c3ccccc3O)cc2c1	-1.4	-1.0	-8.8	-2.5	24.9	-0.2	0.3	-8.1	5.9	4.8
4	O=C(OCCOc1ccccc1F)c1cc(S(=O)(=O)N2CCOCC2)ccc1F	-0.8	-4.0	-3.0	0.7	-12.6	0.5	/	-4.8	2.7	-4.6
5	O=C(NCCc1ccc(F)cc1)c1cc([N+](=O)[O-])ccc1N1CCOCC1	1.6	-1.9	0.6	-2.0	-9.9	2.8	-1.4	-1.2	-9.9	-7.3
6	Nc1o[nH]c(=O)c1C1CCCCC1	12.1	-2.1	2.3	0.3	1.6	2.1	0.3	7.5	-10.0	-8.5
7	O=C(NCc1ccc(C(F)(F)F)cc1)C12CN(Cc3ccccc3)CC1C(c1cccc([N+](=O)[O-])c1)=NO2 (stereo unspecified)	-0.1	-5.4	1.4	1.4	-12.6	-9.4	-0.6	8.7	3.0	-2.5
8	Cc1[nH]nc(Nc2ccccc2)c1[N+](=O)[O-]	-0.2	-1.8	-9.2	-1.0	-5.5	1.2	-3.0	10.7	-2.0	0.4
9	Cc1ccc(C(=O)N2CCN(C(=O)C3CCCO3)CC2)cc1 (stereo unspecified)	-0.6	-0.5	0.8	-0.9	29.8	-0.8	-2.2	-2.8	-16.6	-2.9
10	CC1(C2CC2)NC(=O)N(CC(=O)Nc2ccc(F)cc2F)C1=O (stereo unspecified)	2.6	4.5	2.4	-0.7	10.8	0.6	-2.3	6.2	-1.1	-2.0
11	Cc1ccc(CNC(=O)CCNC(=O)c2ccco2)cc1	1.4	-5.3	-1.8	-0.9	24.2	-0.7	-1.7	1.9	0.7	2.0
12	COC(=O)c1ccc(NCCC(=O)O)cc1	1.4	1.0	-11.1	-1.0	9.6	-0.5	-2.1	-2.7	5.4	7.8
13	COc1ccccc1N1CCN(C(=O)c2cc(=O)c3cc(C)cc(C)c3o2)CC1	-2.9	-0.7	7.8	-0.8	-13.1	1.7	-1.9	-5.6	-3.5	-5.3
14	O=C(CN1CCN(Cc2ccccc2)C1=O)NCCCN1CCOCC1	0.9	1.6	1.2	-0.4	46.6	-1.0	-7.5	0.5	-5.7	-0.4
15	COc1cccc(CNC(=O)C(=O)NCC2CCCO2)c1 (stereo unspecified)	-0.9	4.3	3.9	0.8	-16.3	-0.7	0.2	-2.3	-4.4	4.7
16	CCCOc1cccc(NC(=O)c2cc(C)oc2C)c1	0.7	-8.7	-6.8	-0.7	-47.2	-4.3	/	1.0	-1.7	-7.4
17	N#CCC(=O)Nc1ccc(C(=O)NCC(c2ccco2)N2CCCCC2)cc1 (stereo unspecified)	-0.7	-5.9	-11.6	-0.6	-17.1	-1.2	0.7	-1.7	-7.4	5.0
18	CC(C)CN(C(=O)c1cccc(S(=O)(=O)N2CCN(Cc3ccccc3)CC2)c1)C1CCS(=O)(=O)C1 (stereo unspecified)	0.6	-5.8	-11.1	-5.4	-4.8	-0.6	-3.6	8.2	-3.0	-7.9
19	S=C(NCc1ccccc1)NCc1ccc2c(c1)OCO2	0.4	0.2	-6.0	-0.4	4.3	-1.0	-2.6	8.3	-27.4	-2.1
20	C(=C1c2ccccc2-c2ccccc21)c1ccncc1	-2.4	-1.7	-1.0	-1.6	-41.0	-6.0	0.3	0.3	2.8	-3.7
21	COc1ccccc1C(CNc1nc(C(F)(F)F)nc2ccccc12)N(C)C (stereo unspecified)	1.4	-0.7	9.3	-3.9	30.2	0.2	-4.8	-3.8	-19.6	-4.0
22	Cn1c(=O)c2c(nc(-n3ccnc3)n2Cc2ccccc2)n(C)c1=O	1.9	-0.1	4.7	-0.8	41.6	-0.3	-3.8	10.5	4.7	-0.8
23	CCS(=O)(=O)N1CCc2cc(OC)c(OC)cc2C1	2.8	-3.5	4.1	-0.7	7.5	2.1	-4.0	-0.2	-4.2	-5.1
24	O=C1N(Cc2cccnc2)C[C@@H]2C[C@@H](c3cccc(OCc4ccccc4)c3)N3CCC[C@@]123	-0.3	-2.3	-3.8	-2.6	-20.0	-1.8	5.4	33.0	-0.6	-4.8
25	Cc1ccc(OCCn2c(=O)cnc3ccccc32)cc1	0.4	3.8	7.1	-1.1	18.0	-2.3	-2.6	4.0	-4.2	-3.7
26	CC(OC(=O)CN1C(=O)COc2ccccc21)C(=O)NCc1ccc(F)cc1 (stereo unspecified)	1.3	-5.3	-1.9	1.0	1.9	0.0	1.6	-2.0	-10.6	10.6
27	COC(=O)N/N=C(\C)c1cccc(C(F)(F)F)c1	-0.6	-3.6	3.2	-0.1	0.0	3.2	1.0	3.7	-4.9	0.0
28	Cc1cc(C)c(NC(=S)NC(=O)c2c(Cl)c(C)nn2C)c([N+](=O)[O-])c1	1.5	-1.8	-4.6	-0.1	-16.6	-5.7	1.6	4.6	-0.7	-0.2
29	COc1ccc(NC(=O)c2ccc(-n3cncn3)c([N+](=O)[O-])c2)cc1OC	-0.3	-2.8	-0.8	-0.8	-44.8	-1.9	-1.5	6.2	-9.3	-0.5
30	Cc1ccc(C(=O)O)cc1S(=O)(=O)N1CCCC1	0.2	0.9	1.4	-5.9	3.4	-3.1	-5.2	-4.4	8.9	8.7
31	Nc1nnc2c(n1)CCCC2	6.6	-5.3	1.3	0.4	19.3	1.3	3.2	?	6.6	2.9
32	CN1CCN(C(=O)CN(C)S(=O)(=O)c2ccc(F)cc2)CC1	-1.9	-6.7	-8.6	0.0	8.6	-0.2	-5.9	4.0	-18.8	-0.5
33	O=C(O)CN1C(=O)C(=O)N(Cc2c(F)cccc2Cl)C1=O	-0.8	-1.7	-5.8	-0.4	16.1	0.3	-4.3	0.1	-0.1	-4.0
34	CC(C)Oc1ccc(/C(O)=C2/C(=O)C(=O)N(CCN3CCNCC3)C2c2cccc([N+](=O)[O-])c2)cc1 (stereo unspecified)	-0.3	-1.5	13.5	-2.9	4.8	-4.7	-3.0	5.5	-3.4	25.1
35	COc1ccc(-c2c(C)n([O-])c3c([n+]2=O)CCCC3)c(OC)c1	0.0	-5.4	-7.5	-1.6	15.2	-3.7	-1.4	/	-15.0	3.9
36	CCCCNCCCOc1cccc(Cl)c1	0.0	-3.5	0.5	-0.5	19.3	0.7	/	7.0	0.9	-6.3
37	Cc1nc(SCCC(=O)O)c2ccccc2n1	1.8	-3.5	-2.6	-2.0	-19.1	-2.0	0.3	/	-1.2	2.5
38	CC1CCCCN1c1ncnc2ccccc12 (stereo unspecified)	0.1	-1.5	-4.9	-0.3	17.7	1.7	-2.4	-3.4	4.6	6.7
39	Cc1ccc(C2NC(=NCc3ccccc3)Nc3nc(C)cc(=O)n32)cc1 (stereo unspecified)	1.9	-0.6	-11.1	-0.5	3.7	-1.5	/	-5.6	-5.4	-0.2
40	Clc1cccc(-c2nc(-c3ccccn3)no2)c1	-1.5	-2.6	-9.9	-2.6	-0.8	-0.3	-2.2	5.0	-1.9	-2.5
41	COc1cccc(Oc2cn[nH]c2-c2ccc(OCC(=O)NN)cc2O)c1	0.8	-1.0	14.7	-5.2	29.4	4.2	-3.0	/	1.1	-7.1
42	CCOc1ccc2[nH]c(=O)c(CN(CCc3ccccc3)C(=O)c3cnccn3)cc2c1	-1.8	-2.5	2.8	-0.3	27.5	-2.5	-1.8	1.9	-3.4	-7.3
43	COc1ccc(NC(=O)C(=O)NCC(c2ccco2)N2CCc3ccccc3C2)cc1 (stereo unspecified)	-0.3	-0.4	1.4	-1.0	-24.2	-2.2	7.3	-8.5	-2.3	-11.1
44	Nc1nn2c(C(F)(F)F)cc(=O)[nH]c2c1N=Nc1cccc(F)c1	1.8	-1.0	-5.0	1.0	-20.2	10.0	/	0.4	8.2	1.2
45	Cn1nnnc1SCC(=O)NCc1ccc2c(c1)OCO2	0.5	-3.1	-1.6	-0.6	3.6	2.0	/	1.5	-4.1	6.4
46	COc1ccc(N2CCN(C(=O)COc3ncnc4ccccc34)CC2)cc1	-1.1	1.3	-4.4	-0.9	11.2	4.1	16.4	11.1	6.8	0.1
47	COc1cccc(OC)c1C(=O)NC(=S)NCc1cccnc1	0.7	1.4	-11.7	-3.3	-22.2	-0.9	-1.1	25.8	-9.0	-3.8
48	Cn1c(CNc2ccc(O)cc2)nc2ccccc21	0.0	-3.2	-4.4	-1.4	20.3	-4.1	-3.0	0.6	-4.2	-4.9
49	O=C(CCSc1ccccc1)N1CCN(c2ccccc2)CC1	0.8	-4.0	-1.1	-2.5	8.4	-8.1	-2.5	-4.3	-6.4	10.6
50	CCCCCCCC(=O)N/N=C(/C)c1c(O)cc(C)oc1=O	-1.5	-1.6	0.9	-0.2	11.0	0.8	-2.3	0.3	-7.6	1.4
